hIAP block: human IAP inhibition; P09923; purified IAP, CDP-Star luminescence, 30 min; inhibition, % at 10 µM; 330,000 compounds, 0.12% hits; AID 2544;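 active means inhibition reaching a set limit with compound at 10 µM in the primary screen, cut at about 35% in these data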;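 further: plate controls were DMSO wells with enzyme for no effect and no-enzyme buffer wells for full effect; values of inactives mirror those of a sister screen read the other way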
Target sequence (P09923 whole entry, looked up): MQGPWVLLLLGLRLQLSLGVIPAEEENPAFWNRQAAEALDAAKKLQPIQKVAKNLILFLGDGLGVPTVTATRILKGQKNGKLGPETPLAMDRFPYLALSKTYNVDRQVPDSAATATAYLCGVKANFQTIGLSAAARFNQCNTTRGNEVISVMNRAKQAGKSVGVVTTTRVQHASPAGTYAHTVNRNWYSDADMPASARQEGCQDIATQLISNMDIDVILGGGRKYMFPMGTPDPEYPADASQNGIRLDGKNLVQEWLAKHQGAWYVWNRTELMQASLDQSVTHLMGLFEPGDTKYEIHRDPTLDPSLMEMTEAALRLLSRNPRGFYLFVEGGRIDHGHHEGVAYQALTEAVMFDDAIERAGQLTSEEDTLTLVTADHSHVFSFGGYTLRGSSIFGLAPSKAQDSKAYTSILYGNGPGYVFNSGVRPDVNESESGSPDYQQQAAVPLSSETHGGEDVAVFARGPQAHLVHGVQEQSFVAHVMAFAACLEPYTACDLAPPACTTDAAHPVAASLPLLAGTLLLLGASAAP
mIAP act: increases mouse intestinal alkaline phosphatase activity; muIAP, CDP-Star luminescence, 30 min; stronger effect = higher value; 1 = vehicle-only enzyme signal, 0 = enzyme-free wells; activation factor at 10 µM; 330,000 compounds, 0.24% hits; AID 2805;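 active means activation factor of at least 2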; further: the source names both 10 and 20 µM as test concentration; values of inactives mirror those of a sister screen read the other way
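System: Mouse IAP enzyme | Also added: CDP-Star substrate | Dosing: Compounds dispensed in DMSO | Schedule: 30 min enzyme-substrate-compound incubation at room temperature | Technique: Chemiluminescence readout | Control set: DMSO-only wells and no-enzyme negative control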
beta cell repl: induces beta-cell replication in MIN6 cells; MIN6 cells proliferation, ATPlite luminescence, 48 h; cells starved in 0.2% serum; 100% = growth in 10% serum; proliferation, % at 10 µM; 330,000 compounds, 0.29% hits;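 active means compounds whose signal lies at least 3.5 SD above the mean of all wells on their plate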;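 further: 0% = DMSO-treated cells in low-serum medium and 100% = 10% serum control; some compounds called inactive have numbers as strong as hits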
hIAP activ: human IAP activation; purified human IAP, CDP-Star luminescence, 30 min; stronger effect = higher value; 1 = vehicle-only enzyme, 0 = enzyme-free background; activation factor at 10 µM; 330,000 compounds, 0.16% hits; AID 2524;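 active means activation factor of the enzyme at least 2-fold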; further: the source names both 10 and 20 µM as test concentration; values of inactives mirror those of a sister screen read the other way
SENP1 FRET inh: inhibitors of human SENP1 SUMO protease catalytic domain; inhibition, % at 10 µM; recombinant SENP1 catalytic domain, CyPet-SUMO1-YPet FRET cleavage; 360,000 compounds, 0.21% hits; Q9P0U3;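 active means inhibition at least 30% at 10 µM, raw YFP signal under a set limit, fluorescence ratio 0.5 to 1.5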;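 further: 0% = enzyme with DMSO and 100% = no enzyme wells; some results filed as inactive read as strong as hits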
Target sequence (Q9P0U3 419-644 limits assumed): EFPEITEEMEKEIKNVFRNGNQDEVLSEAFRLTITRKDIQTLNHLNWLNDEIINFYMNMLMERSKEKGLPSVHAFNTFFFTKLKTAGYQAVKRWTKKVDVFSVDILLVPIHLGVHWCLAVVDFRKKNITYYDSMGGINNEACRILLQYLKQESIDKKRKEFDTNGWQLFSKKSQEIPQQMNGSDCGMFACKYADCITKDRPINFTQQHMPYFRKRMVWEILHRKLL
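Assay system – human recombinant His6-tagged SENP1 catalytic domain enzyme · Input – SENP1 enzyme, 20 pM final · Buffer or medium – Tris pH 8 buffer plus EDTA, NaCl, BME, BSA, NP40, catalase · Schedule – 50 min reaction at room temperature · Technique – FRET read of cyan and yellow fluorescence · Control set – no-enzyme wells low, DMSO-plus-enzyme wells high control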
mIAP inh: mouse IAP inhibition | inhibition, % at 10 µM | 330,000 compounds, 0.2% hits | purified mouse IAP, CDP-Star luminescence, 30 min;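 active means inhibition of at least 40% at 10 µM in the primary screen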;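 further: plate controls were DMSO with enzyme for no effect and no enzyme wells for full effect; values of inactives mirror those of a sister screen read the other way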
NLRP3 yeast inh: blocks the NALP3 inflammasome reconstituted in yeast; Yeast reconstituted NLRP3/ASC/caspase-1, beta-gal luminescence, 24 h; 330,000 compounds, 0.39% hits; inhibition, % at 10 µM;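 active means inhibition of 50% or more; inactive means inhibition below 50%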;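 further: plate controls were induced DMSO wells for no effect and uninduced yeast grown without galactose for full effect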
APOBEC3G inh: blocks human APOBEC3G single-stranded DNA deamination; Q9HC16; recombinant A3G, ssDNA deamination FAM/TAMRA fluorescence; inhibition, % at 20 µM; 330,000 compounds, 0.28% hits;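 active means inhibition of at least 40% at 20 µM, with no more than 30% in the related APOBEC3A deaminase screen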;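 further: plate controls were DMSO wells with A3G for no effect and wells lacking A3G enzyme for full effect; some compounds called inactive have numbers as strong as hits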
A3A deaminase: human APOBEC3A DNA deaminase inhibition; recombinant A3A, FAM/TAMRA ssDNA deamination fluorescence; AID 493011; 330,000 compounds, 0.41% hits; P31941; inhibition, % at 20 µM;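 active means at least 40% inhibition at 20 µM here, with at most 30% in a related deaminase screen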;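 further: plate controls were A3A with DMSO for no effect and wells lacking A3A enzyme for full effect; some results filed as inactive read as strong as hits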
Target sequence (P31941 whole entry, looked up): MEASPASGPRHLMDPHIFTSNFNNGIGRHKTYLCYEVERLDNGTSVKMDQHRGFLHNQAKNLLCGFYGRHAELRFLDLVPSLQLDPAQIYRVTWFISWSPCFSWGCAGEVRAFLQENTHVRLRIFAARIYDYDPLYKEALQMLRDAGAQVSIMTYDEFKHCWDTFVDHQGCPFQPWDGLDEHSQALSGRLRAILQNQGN
The depositor's hits bear a star; · = not tested or not shown. This is a subset (hit frequency here may not be typical).

SMILES,hIAP block,mIAP act,beta cell repl,hIAP activ,SENP1 FRET inh,mIAP inh,NLRP3 yeast inh,APOBEC3G inh,A3A deaminase
Cc1c(CN2CC[C@@H](N3CCN(c4ccccn4)CC3)[C@H](O)C2)[nH]c2ccc(F)cc12,-4,0.92,-1,1,-6,8,31,-6,-2
CCc1ccc(NC(=O)Nc2cccc(OC)c2)cc1,-2,2.5*,-4,1,1,-151,2,-7,-3
CC(=O)c1c(C)nc2ccc(Cl)cn12,6,0.97,-1,0.94,2,3,8,-1,-1
O=C(NCc1ccccc1)c1ccc(=O)[nH]n1,-11,0.94,-2,1.1,1,6,-8,-2,1
O=C(NCC1CCCN1S(=O)(=O)c1cccs1)c1ccccc1F (configuration not stated),21,1,2,0.79,-10,-2,16,-7,-3
CS(=O)(=O)N1CCC(Oc2ccccc2C(=O)NC2CCCCCC2)CC1,-12,0.88,-3,1.1,0,12,14,-1,3
COc1ccccc1CNC(=S)Nc1ccc(S(N)(=O)=O)cc1,16,1.1,-2,0.84,-3,-8,9,-5,-6
COc1cc(/C=N/Nc2ccc(Cl)c(C(=O)O)c2)ccc1OC(=O)c1ccc(F)cc1,-9,0.99,-3,1.1,2,1,1,2,-1
O=c1c2ccccc2c(C=NCc2ccccn2)c(O)n1-c1ccccc1Cl,-17,1,1,1.2,-1,-5,-3,-5,-2
O=C1CC(Cc2ccc(Cl)cc2)C(=O)N1c1ccncc1 (configuration not stated),-8,1,4,1.1,1,-4,-10,-4,4
O=C(CCc1ccccc1)Nc1cc(NC(=O)CCc2ccccc2)cc(C(=O)O)c1,3,0.99,-3,0.97,-1,1,8,-2,3
Cc1cc(C)cc(NC(=O)C2CCN(C(=O)c3cccs3)CC2)c1,-2,1.1,-1,1,1,-10,6,-1,2
CCCn1c(N)c(C(=O)CSc2nnnn2-c2ccc(O)cc2)c(=O)n(C)c1=O,-9,0.92,-1,1.1,2,8,6,-12,-4
C=C(C)CSc1nnc(-c2ccc(C)cc2)n1N,4,1.1,-3,0.96,1,-8,10,-3,-1
O=C1CC(SC(=NCc2ccc3c(c2)OCO3)Nc2ccccc2)C(=O)N1 (configuration not stated),1,0.96,-1,0.99,0,4,10,-6,0

Next part.
SMILES,hIAP block,mIAP act,beta cell repl,hIAP activ,SENP1 FRET inh,mIAP inh,NLRP3 yeast inh,APOBEC3G inh,A3A deaminase
Cc1ccc(/C=N/NC(=O)Cn2cncn2)cc1,0,1.1,1,1,3,-11,5,-6,-1
COc1ccc(CN2C(=O)CN(C3CCCCCC3)C(=O)C2c2ccc(F)cc2)cc1 (configuration not stated),1,1,-2,0.99,2,-4,9,-1,1
N#CCC(=O)N/N=C/c1ccc(OC2CSC2)cc1,-15,0.91,-3,1.1,1,10,13,-8,-2
COc1cccc(N/C(N)=N/c2nc(C(F)(F)F)cc(=O)[nH]2)c1,-22,1.1,4,1.2,-3,-11,9,-7,-6
CCN(Cc1ccccc1)C(=O)COC(=O)Cn1cnc2ccccc21,-2,1,-3,1,4,-4,-8,-8,-2
O=C(CCS(=O)(=O)c1ccccc1)NNC(=O)COc1ccc(F)cc1,-21,0.91,2,1.2,1,9,9,0,5
COc1ccccc1NC(=O)/C(N=Nc1ccc(C)c(S(=O)(=O)Nc2ccccc2Cl)c1)=C(\C)O,-13,0.88,-3,1.1,4,12,6,-8,-2
CCC1CCCCN1S(=O)(=O)c1ccc(-n2cnnn2)c(C)c1 (configuration not stated),22,0.99,0,0.79,0,0,22,-11,-3
Cc1cc([N+](=O)[O-])c(NC2CCCCC2)c([N+](=O)[O-])c1,-15,0.93,-1,1.1,7,7,-60,-2,-1
CCOC(=O)c1ccc(NC(=O)CSc2nnc(C3CC3)n2C)cc1,-8,0.96,0,1.1,0,4,14,-3,-2
COC(=O)C1=C(C)N(Cc2ccccc2)C(=O)N[C@H]1c1ccccc1,7,1.1,-2,0.93,-1,-7,6,-12,-7
CC(=O)N1c2ccc(S(=O)(=O)N(C)CC(=O)NCc3ccccc3)cc2CC1C (configuration not stated),-94,0.92,4,1.9,1,8,15,-5,-6
O=c1ccsn1Cc1ccccc1,2,0.88,-5,0.98,2,12,-13,5,-4
O=C(CSc1nc2ccccc2[nH]1)Nc1ccc2c(c1)OCCO2,-27,0.95,-3,1.3,1,5,15,-3,-5
Cc1ccc(S(=O)(=O)CCc2nc3ccccc3[nH]2)cc1C,-2,0.99,3,1,1,1,11,-7,0

Next records
SMILES,hIAP block,mIAP act,beta cell repl,hIAP activ,SENP1 FRET inh,mIAP inh,NLRP3 yeast inh,APOBEC3G inh,A3A deaminase
Cc1csc(SCC(=O)Nc2cc(S(=O)(=O)N(C)C)ccc2C)n1,4,0.94,0,0.96,1,6,2,-3,-1
COc1ccccc1/C=C/C(=O)OCC(=O)NC(=O)NC1CCCC1,-22,1,-4,1.2,3,-2,21,-8,-3
C[C@]12CCC3c4ccc(O)cc4CCC3C1CC/C2=N\N (some centres not stated),-2,1.1,-2,1,4,-6,31,-9,-1
Cc1ccc(S(=O)(=O)NCC(c2ccco2)N2CCOCC2)cc1 (configuration not stated),1,1,2,0.99,2,-4,5,-6,-3
Cc1ccc(CCNC(=O)c2cc(-c3ccncc3)nc3ccc(S(=O)(=O)N4CCOCC4)cc23)cc1,-7,0.95,-2,1.1,1,5,6,6,0
COc1c(C)cc(C(=O)C2CCCN(C(=O)C3=C(C)OCCO3)C2)cc1C (configuration not stated),6,1.1,-3,0.94,4,-5,0,-5,-1
CCCNC(=O)CN1C(=O)c2ccccc2Sc2ncccc21,0,1,-1,1,3,-2,18,-5,-2
CCOc1ccc(Nc2nnc(SCc3nc4ccccc4c(=O)[nH]3)s2)cc1,-5,0.94,-1,1,-22,6,-15,11,2
CC(C)(C)NC(=O)/C(=C\c1ccc(Br)cc1)NC(=O)c1cccs1,-6,1,2,1.1,-1,-5,5,-10,-2
Cc1ccc2c(CC(=O)NCC(=O)Nc3c(C)cccc3C)coc2c1,-3,1.1,0,1,3,-6,5,-8,3
O=C(O)C(=O)Nc1nc(-c2ccc3c(c2)OCCO3)cs1,8,0.9,1,0.92,3,10,8,1,-2
COc1ccc(NC(=S)NCc2cccnc2)cc1,-7,1.1,-2,1.1,2,-7,20,-4,-2
CCOC(=O)C1=C(C)Nc2ccccc2N=C1NC(=O)C1CCN(C(=O)c2ccccc2C)CC1,4,0.94,-1,0.96,0,6,-3,-9,-3
CCCc1nc2sc3c(=O)[nH]cnc3c2c2c1CCCC2,-7,0.91,1,1.1,·,10,-12,-5,-3
Cc1cc[n+](-c2[nH]c(=O)sc2/C=N/N=C(\[O-])c2ccncc2)cc1,12,0.88,-4,0.88,4,12,13,81,70

(next part)
SMILES,hIAP block,mIAP act,beta cell repl,hIAP activ,SENP1 FRET inh,mIAP inh,NLRP3 yeast inh,APOBEC3G inh,A3A deaminase
S=c1[nH]nc(-c2ccco2)n1-c1cccc2ccccc12,14,0.93,0,0.86,2,7,28,22,1
COCCCNC(=O)Cn1nnc(-c2ccccc2NC(=O)c2ccccc2F)n1,-3,1.1,-1,1,1,-7,0,-11,-4
Cc1cccc(NCCC#N)c1,1,1,0,0.99,3,0,-7,-6,-2
O=C1CSC(c2cn(-c3ccccc3)nc2-c2cccs2)N1Cc1ccccc1 (configuration not stated),-16,1,-4,1.2,·,0,13,-2,-3
N#CCC(CNc1ncc(C(F)(F)F)cc1Cl)OC(=O)c1cccc([N+](=O)[O-])c1 (configuration not stated),16,0.91,-2,0.84,-1,9,11,1,2
CCn1c(CSc2nc3ccccc3s2)nnc1SCC(=O)c1ccc(O)cc1O,14,0.87,-2,0.86,-1,13,7,-6,-2
COc1ccc(CC(=O)OCc2cc(=O)n3cc(Br)ccc3n2)cc1OC,-4,1.1,-2,1,1,-8,8,-6,10

For reference, some entries already given:
SMILES,hIAP block,mIAP act,beta cell repl,hIAP activ,SENP1 FRET inh,mIAP inh,NLRP3 yeast inh,APOBEC3G inh,A3A deaminase
O=C(O)C(=O)Nc1nc(-c2ccc3c(c2)OCCO3)cs1,8,0.9,1,0.92,3,10,8,1,-2
COc1ccc(NC(=S)NCc2cccnc2)cc1,-7,1.1,-2,1.1,2,-7,20,-4,-2
CCOC(=O)C1=C(C)Nc2ccccc2N=C1NC(=O)C1CCN(C(=O)c2ccccc2C)CC1,4,0.94,-1,0.96,0,6,-3,-9,-3
CCCc1nc2sc3c(=O)[nH]cnc3c2c2c1CCCC2,-7,0.91,1,1.1,·,10,-12,-5,-3
Cc1cc[n+](-c2[nH]c(=O)sc2/C=N/N=C(\[O-])c2ccncc2)cc1,12,0.88,-4,0.88,4,12,13,81,70
S=c1[nH]nc(-c2ccco2)n1-c1cccc2ccccc12,14,0.93,0,0.86,2,7,28,22,1
COCCCNC(=O)Cn1nnc(-c2ccccc2NC(=O)c2ccccc2F)n1,-3,1.1,-1,1,1,-7,0,-11,-4
Cc1cccc(NCCC#N)c1,1,1,0,0.99,3,0,-7,-6,-2
O=C1CSC(c2cn(-c3ccccc3)nc2-c2cccs2)N1Cc1ccccc1 (configuration not stated),-16,1,-4,1.2,·,0,13,-2,-3

Assay outcomes (PubChem BioAssay)
